High-throughput results (PubChem BioAssay)
Scp-1 inhibitor – blocks human Scp-1 phosphatase activity | Q9GZU7 | Recombinant Scp1, phosphopeptide, malachite green phosphate absorbance | inhibition, % at 20 µM | actives 0.88% (n = 340,000) | AID 493091;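 active = inhibition above about 50% at 20 µM, limit read from the data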;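 also: plate controls were DMSO wells with enzyme for no effect and wells lacking enzyme for full effect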
Target sequence (Q9GZU7 76-261 limits assumed): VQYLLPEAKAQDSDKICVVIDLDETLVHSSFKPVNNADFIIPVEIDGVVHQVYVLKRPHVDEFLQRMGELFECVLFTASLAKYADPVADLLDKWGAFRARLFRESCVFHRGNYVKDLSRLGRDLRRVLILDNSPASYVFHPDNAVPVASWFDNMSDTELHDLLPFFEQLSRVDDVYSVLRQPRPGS
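Test system: SCP-1 catalytic domain; Buffer or medium: Acidic Tris acetate buffer with magnesium and detergent; Also added: Phosphorylated 17-residue peptide substrate; Compound: single 20 µM dose, 1% DMSO; Schedule: enzyme reaction 45 min at room temperature, colour 5 min, stabilisation 30 min; Signal: Phosphate-binding colour reagent, absorbance read at 630 nm.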
Rpn11 inh – Rpn11 (human) deubiquitinase inhibition; actives 0.59% (n = 360,000); human 26S proteasome, Ub4-pepOG fluorescence polarization; 20S core pre-blocked with epoxomicin; calls only at 20 µM; O00487;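 active = inhibition at 20 µM, scaled to each plate's controls, above about 33%, limit read from the data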
DNMT1 inh – DNMT1 (human) enzyme inhibition; inhibition (reported as % activation of signal), % at 10 µM; DNMT1 molecular beacon, Hinp1I cleavage, fluorescence; AID 588458; P26358; actives 0.83% (n = 360,000); in the data active = inhibition above about 50%
LMPTP inh – blocks human LMPTP phosphatase; P24666; recombinant LMPTP-A, OMFP fluorogenic substrate, fluorescence intensity; inhibition, % at 20 µM; actives 0.22% (n = 360,000); AID 651560;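 active = compounds that cut the enzyme signal by at least half of the control window in the single-dose screen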;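 also: plate controls were DMSO wells with enzyme plus substrate for no effect and substrate without enzyme for full effect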
Target sequence (P24666 whole entry, looked up): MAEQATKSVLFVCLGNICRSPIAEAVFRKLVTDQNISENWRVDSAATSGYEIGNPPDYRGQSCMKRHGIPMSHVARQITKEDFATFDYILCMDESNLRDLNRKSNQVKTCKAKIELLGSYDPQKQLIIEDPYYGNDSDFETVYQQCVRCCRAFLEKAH
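Test system: LMPTP-A phosphatase enzyme; input: 0.625 nM LMPTP-A final; reagent: OMFP substrate, 400 µM final; compound dosing: 20 µM single dose, 3% DMSO; incubation: 50 min dark incubation at room temperature; measured by: endpoint fluorescence intensity from OMFP dephosphorylation; measure: % inhibition relative to no-enzyme and uninhibited control wells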
CSN deneddyl inh – CSN deneddylation inhibition; Q92905; Purified CSN, SCF-Nedd8-OG deneddylation, fluorescence polarization; inhibition, % at 12.5 µM; actives 0.38% (n = 360,000);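 active = pattern-corrected inhibition above about 35%, with an unprinted fluorescence ratio check between 0.5 and 1.5, limit read from the data, passing the limit was not always enough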;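 also: 0% = enzyme with substrate and 100% = substrate without enzyme; some results filed as inactive read as strong as hits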
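Material: human Csn5 produced in HEK293T cells; Input: enzyme 0.24 nM; Reagent: SCFSkp2-Nedd8OG substrate at 10 nM final; Dosing: 12.5 µM compound; Incubation: 90 min reaction at room temperature; Detection: fluorescence polarization of the substrate; Evaluation: % inhibition of substrate cleavage by Csn5; Control set: substrate-only high control, full reaction low control.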
Tb MetRS inh – Trypanosoma brucei MetRS inhibition. actives 0.4% (n = 360,000). purified T. brucei MetRS, ATP depletion, Kinase-Glo luminescence. inhibition, % at 11.9 µM. AID 624268;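 active = inhibition above a per-plate cutoff of the control wells' mean inhibition plus 3 SD, cut at about 5.5% in these data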;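 also: 0% = DMSO wells median and 100% = median of wells with control inhibitor compound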
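Material: T. brucei methionyl-tRNA synthetase, purified; reagent: substrates ATP, L-methionine and bulk Escherichia coli tRNA; dosing: 11.9 µM single point; timing: 15 min plus 2 h at 25 °C; detection: luminescence of leftover ATP; evaluation: % inhibition; control set: DMSO-only wells as low control; replicates: singlicate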
SUMO1-SIM PPI – SUMO1-SIM interaction modulation | P63165 | SUMO1 binding to a labelled peptide, TR-FRET, 1 h | inhibition, % at 20 µM | actives 0.33% (n = 360,000) | AID 602429; in the data active = inhibition above about 37%
Target sequence (P63165 whole entry, looked up): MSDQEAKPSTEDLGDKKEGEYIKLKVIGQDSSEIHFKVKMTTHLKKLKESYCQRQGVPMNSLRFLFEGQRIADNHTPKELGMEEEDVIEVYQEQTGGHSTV
STEP block – inhibitors of human striatal-enriched phosphatase STEP | P54829 | recombinant STEP, OMFP fluorogenic substrate, fluorescence | inhibition, % at 20 µM | actives 0.25% (n = 360,000) | AID 588621;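 active = inhibition at 20 µM, scaled per plate between control wells, above about 37%, limit read from the data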;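 also: 0% = DMSO with enzyme and substrate and 100% = substrate only without enzyme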
Target sequence (P54829 whole entry, looked up): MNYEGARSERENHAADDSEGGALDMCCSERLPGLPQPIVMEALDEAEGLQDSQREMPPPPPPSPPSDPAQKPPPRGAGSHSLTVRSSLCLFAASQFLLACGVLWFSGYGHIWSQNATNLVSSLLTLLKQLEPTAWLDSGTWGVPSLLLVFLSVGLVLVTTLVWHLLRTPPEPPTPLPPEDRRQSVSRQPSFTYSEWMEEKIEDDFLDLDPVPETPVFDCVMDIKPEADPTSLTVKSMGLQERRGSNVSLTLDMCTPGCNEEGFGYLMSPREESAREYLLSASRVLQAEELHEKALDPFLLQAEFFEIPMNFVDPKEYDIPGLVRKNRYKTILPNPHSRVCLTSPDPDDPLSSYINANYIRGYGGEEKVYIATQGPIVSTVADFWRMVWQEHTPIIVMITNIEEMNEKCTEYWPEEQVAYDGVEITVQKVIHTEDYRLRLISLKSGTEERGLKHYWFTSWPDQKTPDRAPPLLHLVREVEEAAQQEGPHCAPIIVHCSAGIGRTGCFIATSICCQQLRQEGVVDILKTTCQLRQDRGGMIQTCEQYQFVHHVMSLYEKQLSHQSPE
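Assay system: isolated STEP enzyme / Timing: 20 min at room temperature, dark / Doses: 20 µM, 1% DMSO / Technique: fluorescence intensity, excitation 480 nm, emission 540 nm / Reagent: fluorogenic phosphatase substrate OMFP at 25 µM final / Measure: percent inhibition scaled to no-enzyme and uninhibited-enzyme controls, plate-pattern corrected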
MLLE-PAM2 inh – inhibitors of microRNA-mediated deadenylation, human PABP1 MLLE binding | P11940 | GST-MLLE / FITC-PAM2 fluorescence polarization | inhibition, % at 20 µM | actives 0.36% (n = 360,000) | AID 588489; in the data active = inhibition above about 35%, passing the limit was not always enough;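 also: plate controls were DMSO wells with GST-MLLE for no effect and wells lacking GST-MLLE protein for full effect; some results filed as inactive read as strong as hits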
NadD inh – NadD (S. aureus) enzyme inhibition; inhibition, % at 20 µM; purified NadD enzyme, colorimetric absorbance read-out; actives 0.78% (n = 360,000); in the data active = inhibition above about 26%; also: some compounds past the cut are filed as inactive
Active calls of the source: *.

Screening Cc1cc(C)c(C(=O)C(C)OC(=O)c2ccc(Cl)nc2)cc1C (stereo not drawn) returned Scp-1 inhibitor -7, Rpn11 inh inactive, DNMT1 inh 0, LMPTP inh 1.4, CSN deneddyl inh -4, Tb MetRS inh -0.6, SUMO1-SIM PPI 2, STEP block 3, MLLE-PAM2 inh 8 and NadD inh -1.
For Cc1c(Br)c(C(=O)N2CCc3ccccc32)nn1C the results were Scp-1 inhibitor -3, Rpn11 inh inactive, DNMT1 inh 9, LMPTP inh 0.1, CSN deneddyl inh 3, Tb MetRS inh -0.2, SUMO1-SIM PPI 2, STEP block -1, MLLE-PAM2 inh 9 and NadD inh 3.
`Nc1cc2c(cc1Cl)-c1ccc(Cl)cc1C2` gave Scp-1 inhibitor 11, Rpn11 inh inactive, DNMT1 inh -7, LMPTP inh -1.0, CSN deneddyl inh 2, Tb MetRS inh -0.3, SUMO1-SIM PPI 1, STEP block 1, MLLE-PAM2 inh 9 and NadD inh 4.
For CCc1nc2c(OCc3ccc(Cl)cc3)cccn2c1N(C)C(=O)C1CC1 the results were Rpn11 inh inactive, DNMT1 inh -5, LMPTP inh 1.9, CSN deneddyl inh 3, Tb MetRS inh -0.2, SUMO1-SIM PPI -1, STEP block 0, MLLE-PAM2 inh 4 and NadD inh -4.
COc1ccc2oc(=O)c(C(=O)N3CCCC3)cc2c1 was read as Scp-1 inhibitor -4, Rpn11 inh inactive, DNMT1 inh -2, LMPTP inh -0.2, CSN deneddyl inh 3, Tb MetRS inh -0.5, SUMO1-SIM PPI -7, STEP block -2, MLLE-PAM2 inh -13 and NadD inh -1.
For NC(=S)N/N=C/c1c[nH]c2ccccc12 the results were Scp-1 inhibitor -13, Rpn11 inh inactive, DNMT1 inh -5, LMPTP inh -0.7, CSN deneddyl inh 2, Tb MetRS inh -0.1, SUMO1-SIM PPI -4, STEP block 0, MLLE-PAM2 inh 2 and NadD inh -4.
For CCOC(=O)C1=C(C2=CCCCC2)c2ccc(OC)cc2N(S(=O)(=O)C(F)(F)F)C1C(=O)OCC (stereo not drawn) the results were Scp-1 inhibitor -2, Rpn11 inh inactive, DNMT1 inh -4, LMPTP inh 2.7, CSN deneddyl inh 1, Tb MetRS inh 0.2, SUMO1-SIM PPI 2, STEP block 1, MLLE-PAM2 inh 0 and NadD inh 13.
COC(=O)c1cc(C)nc2c1C(=O)C(=O)C=C2N1CCOCC1 was read as Scp-1 inhibitor 6, Rpn11 inh inactive, DNMT1 inh 97*, LMPTP inh 21, CSN deneddyl inh 45*, Tb MetRS inh 0.8, SUMO1-SIM PPI 79*, STEP block 11, MLLE-PAM2 inh -4 and NadD inh 7.
Screening CCNC(=O)COC(=O)C1CCC(=O)N(c2ccc(OC)cc2)C1c1ccc(OC)cc1 (stereo not drawn) returned Scp-1 inhibitor -5, Rpn11 inh inactive, DNMT1 inh 14, LMPTP inh -0.8, CSN deneddyl inh 2, Tb MetRS inh 0.1, SUMO1-SIM PPI 0, STEP block -5, MLLE-PAM2 inh -7 and NadD inh -4.
CNC(=O)c1nn(C)c(=O)[nH]c1=O was read as Scp-1 inhibitor 3, Rpn11 inh inactive, DNMT1 inh 1, LMPTP inh -0.2, CSN deneddyl inh -2, Tb MetRS inh -0.2, SUMO1-SIM PPI -2, STEP block -2, MLLE-PAM2 inh 7 and NadD inh 1.
Screening COC(=O)c1ccc(Cl)c(NC(=O)NC23CC4CC(CC(C4)C2)C3)c1 returned Scp-1 inhibitor -15, Rpn11 inh inactive, DNMT1 inh -6, LMPTP inh 1.3, CSN deneddyl inh 13, Tb MetRS inh 0.6, SUMO1-SIM PPI -4, STEP block 1, MLLE-PAM2 inh -9 and NadD inh -2.
CC(=O)Nc1ccc(NC(=O)C(C)OC(=O)c2cccc(S(=O)(=O)N3CCCC3)c2)cc1 (stereo not drawn) was read as Scp-1 inhibitor 0, Rpn11 inh inactive, DNMT1 inh 2, LMPTP inh -1.0, CSN deneddyl inh -4, Tb MetRS inh -0.2, SUMO1-SIM PPI 1, STEP block 2, MLLE-PAM2 inh -82 and NadD inh 3.
COC(=O)c1cc2occc2n1Cc1nc(-c2cccc(Cl)c2)oc1C was read as Scp-1 inhibitor -13, Rpn11 inh inactive, DNMT1 inh 4, LMPTP inh 1.1, CSN deneddyl inh 1, Tb MetRS inh -0.6, SUMO1-SIM PPI 0, STEP block 1, MLLE-PAM2 inh -10 and NadD inh 2.
`O=C(/C=C/c1ccc([N+](=O)[O-])cc1)Nc1cccc(S(=O)(=O)NC2=NCCCCC2)c1` gave Scp-1 inhibitor -5, Rpn11 inh inactive, DNMT1 inh -2, LMPTP inh -0.3, CSN deneddyl inh 3, Tb MetRS inh 0.2, SUMO1-SIM PPI -32, STEP block -3, MLLE-PAM2 inh 9 and NadD inh 3.
O=C(COC(=O)c1ccc2c(c1)OCCO2)NC1CCCCC1 was read as Scp-1 inhibitor -10, Rpn11 inh inactive, DNMT1 inh -2, LMPTP inh -0.8, CSN deneddyl inh 2, Tb MetRS inh 0.1, SUMO1-SIM PPI 0, STEP block -1, MLLE-PAM2 inh 5 and NadD inh 1.
Screening Nc1nc(NCc2ccccc2)n(-c2ccccc2)n1 returned Scp-1 inhibitor -6, Rpn11 inh inactive, DNMT1 inh 0, LMPTP inh -0.2, CSN deneddyl inh 1, Tb MetRS inh 0.1, SUMO1-SIM PPI -1, STEP block 0, MLLE-PAM2 inh -2 and NadD inh 1.
`O=C(c1ccc(C(F)(F)F)cc1)C1CCCN(C(=O)CCc2cnccn2)C1` (stereo not drawn) gave Scp-1 inhibitor 6, Rpn11 inh inactive, DNMT1 inh -1, LMPTP inh -1.1, CSN deneddyl inh 0, Tb MetRS inh -1.2, SUMO1-SIM PPI 3, STEP block -1, MLLE-PAM2 inh -3 and NadD inh -4.
`O=C(Cn1c(=O)sc2ccccc21)Nc1ccc(S(=O)(=O)N2CCCCC2)cc1` gave Scp-1 inhibitor -11, Rpn11 inh inactive, DNMT1 inh -8, LMPTP inh -0.6, CSN deneddyl inh 1, Tb MetRS inh 0.0, SUMO1-SIM PPI 2, STEP block 2, MLLE-PAM2 inh -12 and NadD inh 3.
CCN1C(=O)[C@@H]2[C@@H]3CN(S(=O)(=O)c4ccc(C)cc4)[C@@H](c4cccc5ccccc45)[C@@H]3C(=O)C[C@@H]2C1=O was read as Rpn11 inh inactive, DNMT1 inh 15, LMPTP inh 0.7, CSN deneddyl inh -2, Tb MetRS inh -0.5, SUMO1-SIM PPI 5, STEP block -2, MLLE-PAM2 inh 9 and NadD inh 6.
Screening CCCn1c(N)c(N(CCOC)C(=O)c2cccc(S(=O)(=O)N3CCCc4ccccc43)c2)c(=O)[nH]c1=O returned Scp-1 inhibitor -4, Rpn11 inh inactive, DNMT1 inh 0, LMPTP inh -0.4, CSN deneddyl inh 2, Tb MetRS inh 0.4, SUMO1-SIM PPI 5, STEP block -2, MLLE-PAM2 inh 19 and NadD inh -1.
For COCCCNc1nc(N)c([N+](=O)[O-])c(Nc2ccccc2OC)n1 the results were Scp-1 inhibitor 0, Rpn11 inh inactive, DNMT1 inh -6, LMPTP inh 1.8, CSN deneddyl inh 1, Tb MetRS inh -0.8, SUMO1-SIM PPI -4, STEP block -1, MLLE-PAM2 inh 20 and NadD inh -5.
For Cn1cc(C(=O)Nc2ccc(C#N)cc2)c2ccccc2c1=O the results were Scp-1 inhibitor -9, Rpn11 inh inactive, DNMT1 inh -3, LMPTP inh -0.6, CSN deneddyl inh -3, Tb MetRS inh -0.3, SUMO1-SIM PPI -10, STEP block 0, MLLE-PAM2 inh 7 and NadD inh -3.
C[C@H](CO)N1C[C@H](C)[C@@H](CN(C)S(C)(=O)=O)Oc2c(NC(=O)Nc3ccc4c(c3)OCO4)cccc2C1=O was read as Scp-1 inhibitor -2, Rpn11 inh inactive, DNMT1 inh 2, LMPTP inh -3.9, CSN deneddyl inh -7, Tb MetRS inh -1.4, SUMO1-SIM PPI 6, STEP block -2, MLLE-PAM2 inh 7 and NadD inh -2.
`COc1cc(CC(=O)Nc2c(-c3ccccc3)[nH][nH]c2=O)cc(OC)c1` gave LMPTP inh -0.8, CSN deneddyl inh 4, Tb MetRS inh -1.0 and SUMO1-SIM PPI -3.
Screening COCCN(C(=O)COC(=O)c1ccc(-c2ccccc2)cc1)c1c(N)n(Cc2ccccc2)c(=O)[nH]c1=O returned Scp-1 inhibitor 5, Rpn11 inh inactive, DNMT1 inh 2, LMPTP inh 1.3, CSN deneddyl inh 1, Tb MetRS inh -0.2, SUMO1-SIM PPI -1, STEP block 5, MLLE-PAM2 inh -29 and NadD inh 4.
Cc1ccc(CN(CC2CCCO2)C(=O)CN2C(=O)C(C(C)C)Oc3ccccc32)o1 (stereo not drawn) was read as Scp-1 inhibitor -8, Rpn11 inh inactive, DNMT1 inh -2, LMPTP inh 0.5, CSN deneddyl inh 0, Tb MetRS inh 0.6, SUMO1-SIM PPI 2, STEP block 3, MLLE-PAM2 inh 11 and NadD inh -2.
For CC1(C)CN(c2ccc(CC#N)cc2)C1=O the results were Scp-1 inhibitor -7, Rpn11 inh inactive, DNMT1 inh -3, LMPTP inh 0.8, CSN deneddyl inh 0, Tb MetRS inh 0.1, SUMO1-SIM PPI 5, STEP block 0, MLLE-PAM2 inh 15 and NadD inh 1.
Screening COC(=O)c1c(NC(=O)c2ccco2)sc2c1C(C(=O)OC)CC2 (stereo not drawn) returned Scp-1 inhibitor -4, Rpn11 inh inactive, DNMT1 inh 3, LMPTP inh -1.0, CSN deneddyl inh 5, Tb MetRS inh -0.9, SUMO1-SIM PPI -2, STEP block -3, MLLE-PAM2 inh -12 and NadD inh -4.

Compounds were not picked by outcome. About 3.6% of those tested had a hit in this group.
